N370S GC mod – N370S glucocerebrosidase modulation, Gaucher chaperone candidate. AID 2101. 0.092% of 330,000 active. N370S GC spleen homogenate, 4MU-glucoside fluorescence. Potency, µM (titrated, usually from 59.4 µM), inactives show at the highest dose activity change, negative = inhibition, hits mostly inhibitors;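 further: 0% = full enzyme activity and -100% = no enzyme basal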
TDP1 cell CPT – DT40-hTDP1 cell growth loss with CPT; chicken DT40 Tdp1-/-;hTDP1 cells + 20 nM CPT, ATP luminescence, 48 h; Potency, µM (top dose mostly 46.2 µM), for inactives: at the top dose activity change, negative = growth inhibition, hits mostly inhibitors; 12% of 420,000 active; further: nearly all actives have a fitted effect of over 55% in size
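Chicken DT40 Tdp1-/- cells stably complemented with human TDP1 were seeded at 400 cells/well in medium containing 20 nM camptothecin, exposed to pin-transferred compounds, and grown at 37 °C for at least 48 hr. Viability was read as ATP luminescence.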
FEN1 inhibitor – blocks human flap endonuclease 1 | Recombinant FEN1 flap cleavage, fluorescence, 15 min | Potency, µM (top dose mostly 114 µM), for the others: top-dose activity change, negative = inhibition, most hits filed as inhibitors | 0.35% of 390,000 active | AID 588795; further: nearly all actives have a fitted effect of over 65% in size
Target sequence (P39748 whole entry, looked up): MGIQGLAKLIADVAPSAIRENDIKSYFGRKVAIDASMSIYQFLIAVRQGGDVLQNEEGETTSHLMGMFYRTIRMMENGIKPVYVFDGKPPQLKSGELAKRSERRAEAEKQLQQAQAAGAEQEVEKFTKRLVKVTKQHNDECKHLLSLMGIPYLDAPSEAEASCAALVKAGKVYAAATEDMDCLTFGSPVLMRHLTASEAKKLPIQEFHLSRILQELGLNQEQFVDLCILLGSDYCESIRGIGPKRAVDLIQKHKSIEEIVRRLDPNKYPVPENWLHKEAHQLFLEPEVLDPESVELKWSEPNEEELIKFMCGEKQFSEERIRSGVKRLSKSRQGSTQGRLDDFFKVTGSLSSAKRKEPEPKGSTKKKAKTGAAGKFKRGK
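Recombinant FEN1 (10 nM) was preincubated with pin-transferred compounds for 15 min at room temperature, then flap DNA substrate (50 nM final) was added. Plates were read at 0 and 15 min, and normalized concentration–response data were fitted to a four-parameter Hill equation.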
The depositor's hits bear a star; ? = inconclusive; . = not tested or not shown; & = joins results of further samples. The call rests on the fitted dose curve; in most records, active means well fitted curve in the direction sought with a large enough effect; inconclusive means small, poorly fitted or top-dose-only effect, or another doubt; inactive means no such curve, though single readings can be large; an effect the other way counts as inactive or inconclusive. Unless noted, on the % scale 0 is the no-effect control and ±100 the full control effect; potency means the concentration at half of the fitted maximal effect. Not all compounds are listed; rates above refer to the full screens.

1	Cc1ccc(C(=O)NC(C(=O)OCc2cn3cc(Cl)ccc3n2)C(C)C)cc1 (stereo unspecified)
2	COc1ccc(C2c3c(oc4ccccc4c3=O)C(=O)N2Cc2ccc3c(c2)OCO3)cc1 (stereo unspecified)
3	CC(C)(C)c1cc(NCc2ccccn2)n2ncc(-c3ccccc3)c2n1
4	COCCCNCCOCCOc1ccc(Cl)cc1Br
5	CC1CCN(C(=O)c2[nH]cnc2C(=O)N[C@@H](CCCCNC(=O)OC(C)(C)C)C(=O)OC(C)(C)C)CC1
6	Cc1ccccc1SCC(=O)OCC(=O)Nc1sccc1C(N)=O
7	Cc1csc(NC(=O)CSc2nc(C)nc3c2c(=O)n(C)c(=O)n3C)n1
8	CC1CCCC(C)N1C(=O)CSc1nnc(C2CCCCC2)o1 (stereo unspecified)
Compound,1,2,3,4,5,6,7,8
N370S GC mod,.,.,?,?,8%,2%,-18%,9%
TDP1 cell CPT,?,0%,2.6µM*,?,?,-16%,?,-18%
FEN1 inhibitor,12%,1%,-24%,4%,-3%,1%,-18%,10%

9	COc1cccc(-n2c(SCC(N)=O)nnc2-c2ccco2)c1
10	O=C1C=CC(=O)C(C2=C3C(=O)N(CCc4ccccc4)CC(=O)N3CCC2)=C1
11	CNC(=O)COc1coc(CN2CCN(c3ccccc3)CC2)cc1=O
12	Cc1ccccc1Cn1c(CN2CCCC(C)C2)nc2c1c(=O)n(C)c(=O)n2C (stereo unspecified)
13	CC1=C/C(=C\c2ccc3c(c2)OCO3)C(=O)S1
14	O=C1CSC(c2ccccc2F)N1c1cc(Cl)ccc1O (stereo unspecified)
15	CN1C2C=C3C(C#N)=C(N)C(C#N)(C#N)[C@H](c4c(F)cccc4F)[C@H]3C1CC2 (stereo partly specified)
16	O=C(Cc1ccc(Cl)cc1)NNC(=S)NC(=O)c1cccnc1
Compound,9,10,11,12,13,14,15,16
N370S GC mod,4%,-8%,-1%,.,16%,3%,9%,-22%
TDP1 cell CPT,-21%,1.3µM*,3%,8.2µM*,-1%,-9%,7.3µM*,?
FEN1 inhibitor,2%,7%,7%,-3%,-12%,3%,4%,-1%

Looked up one by one from the list above, 6 records:
8	CC1CCCC(C)N1C(=O)CSc1nnc(C2CCCCC2)o1 (stereo unspecified)
1	Cc1ccc(C(=O)NC(C(=O)OCc2cn3cc(Cl)ccc3n2)C(C)C)cc1 (stereo unspecified)
11	CNC(=O)COc1coc(CN2CCN(c3ccccc3)CC2)cc1=O
9	COc1cccc(-n2c(SCC(N)=O)nnc2-c2ccco2)c1
2	COc1ccc(C2c3c(oc4ccccc4c3=O)C(=O)N2Cc2ccc3c(c2)OCO3)cc1 (stereo unspecified)
13	CC1=C/C(=C\c2ccc3c(c2)OCO3)C(=O)S1
Compound,8,1,11,9,2,13
N370S GC mod,9%,.,-1%,4%,.,16%
TDP1 cell CPT,-18%,?,3%,-21%,0%,-1%
FEN1 inhibitor,10%,12%,7%,2%,1%,-12%

(more compounds)
17	COc1cccc(CNC(=O)C2CCN(S(=O)(=O)c3cn(C)cn3)CC2)c1
18	C[C@H](O)[C@@H]1C(=O)N2CCc3ccc(-c4cccc(F)c4)cc3[C@@H]2C[C@@H]1N(C)S(=O)(=O)c1ccccc1
19	CSc1ccccc1NC(=O)CN(C)CC(=O)Nc1ccc(Cl)cc1[N+](=O)[O-]
20	CC(C)C[C@@H](CN)NC(=O)c1nc[nH]c1C(=O)N[C@@H](Cc1c[nH]c2ccccc12)C(=O)CNC[C@H](C)NC(=O)c1nc[nH]c1C(=O)N[C@@H](CC(=O)O)C(=O)O
21	COc1ccc(CN2CCCN(CC(=O)Nc3cc(C)ccc3C)S2(=O)=O)cc1
22	NC1=NC(=O)/C(=C\c2ccsc2)S1
23	Cc1cccc(N(C)S(=O)(=O)c2ccc(-c3cnc(C4CC4)o3)cc2)c1
24	CCOc1ccc(OCC)c(NC(=O)C2CCN(S(=O)(=O)c3ccc4c(c3)CC(C)N4C(C)=O)CC2)c1 (stereo unspecified)
Compound,17,18,19,20,21,22,23,24
N370S GC mod,.,.,12%,.,.,-10%,-22%,-1%
TDP1 cell CPT,1%,?,2%,-2%,21µM*,-8%,0.029µM*,?
FEN1 inhibitor,1%,-1%,1%,-14%,7%,-10%,-6%,2%&0%

25	Cc1ccc(NC(=O)CSc2nc3ccc(NC(=O)CCc4ccccc4)cc3s2)c(C)c1
26	COc1ccccc1Nc1ccc(N)cc1
27	CCOC(=O)N1CCN(C(=O)c2ccc3c(c2)N(CC)CCS3)CC1
28	CC(=O)Nc1ccc(NC(=O)C(C)OC(=O)/C(C#N)=C/c2ccc(N(C)C)cc2)cc1 (stereo unspecified)
29	O=C(Nc1cccc(C(=O)NC2CC2)c1)c1ccccc1
30	Cc1cc(C)c(C)c(S(=O)(=O)Nc2ccccc2C(=O)NN2CCOCC2)c1C
31	O=C1C2(c3ccccc3)CN(CCO)CC1(c1ccccc1)CN(CCO)C2
32	C=CCn1c(SCC(=O)Nc2sc(C)c(C)c2C(=O)OCC)nnc1-c1sc(N)nc1C
Compound,25,26,27,28,29,30,31,32
N370S GC mod,.,-17%,-3%,-2%,.,.,-8%,11%
TDP1 cell CPT,-29%,-4%,?,0%,6%,-22%,-3%,?
FEN1 inhibitor,25%,-8%,23%,?,-13%,23%,-4%,-23%

33	COc1ccc(N=C2SC(C(=O)Nc3ccc(F)cc3)CC(=O)N2C)cc1 (stereo unspecified)
34	CN(C)CCC(=O)c1ccc(F)cc1
35	CC(C)C[C@H]1COCCS(=O)(=O)N1Cc1ccccc1F
36	Cc1[nH]c(=S)[nH]c(=O)c1CCCO
37	CCc1ccc(N2C(=O)N(CC(=O)C(C)(C)C)c3ccccc3S2(=O)=O)cc1
38	COC(=O)c1ccccc1NC(=O)CN(C1CCCCC1)S(C)(=O)=O
39	CC[C@]12c3[nH]c4ccccc4c3CCN1C(=O)C(CC(=O)NCC13CC4CC(CC(C4)C1)C3)C[C@@H]2C(=O)N1CCN(C(=O)C2CC2)CC1 (stereo partly specified)
40	COC(=O)CNC(=O)CNC(=O)Nc1ccccc1
Compound,33,34,35,36,37,38,39,40
N370S GC mod,4%,1%,.,6%,.,10%,.,0%
TDP1 cell CPT,0%,5.2µM*,-7%,1%,13µM*,-1%,5.2µM*,-7%
FEN1 inhibitor,-15%,3%,?,12%,-13%,1%,13%,-2%

41	CCN(C[C@H]1N[C@@](Cc2ccccc2)(C(=O)OC)[C@H]2C(=O)N(Cc3ccccc3)C(=O)[C@@H]12)C(=O)COC
42	O=C(NC(=S)NC1CCCCC1)c1ccc(F)cc1
43	CC(C)N1CCC(N2CCN(Cc3ccc(-c4ccccc4Cl)o3)CC2CCO)CC1 (stereo unspecified)
44	O=C(CNC(=O)[C@@H]1Cc2ccccc2CN1)NC1CCCCC1
45	CCOCCCn1c(SCC(=O)NC(C)C)nc2ccccc2c1=O
46	COc1ccc(N2CCN(C(=O)CCCC(=O)c3ccccc3)CC2)cc1
47	O=c1[nH]cnc2c1ncn2[C@@H]1O[C@H](COS(=O)(=O)O)[C@@H](O)[C@H]1O
48	O=C(CN1CCCc2ccccc21)Nc1cc(S(=O)(=O)N2CCCC2)ccc1Cl
Compound,41,42,43,44,45,46,47,48
N370S GC mod,.,7%,-2%,-1%,0%,6%,.,.
TDP1 cell CPT,8%,-17%,?,-3%,5%,21µM*,3.7µM*,18µM*
FEN1 inhibitor,-4%,-20%,-6%,0%,-5%,-21%,5%,6%

49	c1ccc2c(c1)oc1c(N3CCN(Cc4ccc5c(c4)OCO5)CC3)ncnc12
50	CSc1ccccc1C(=O)Nc1ccc(C)c(C)c1
51	O=C(CSc1nc2nc3c(cc2c(=O)n1-c1ccccc1)CCCC3)Nc1cccc2ccccc12
52	COc1ccc(C2=CC(c3cccc(C)c3)n3nnnc3N2)cc1 (stereo unspecified)
53	Nc1nc2c(c(=O)[nH]1)C(c1cccc3ccccc13)C1=C(N2)c2ccccc2C1=O (stereo unspecified)
54	COc1cccc(Nc2ccc(C(=O)O)cc2[N+](=O)[O-])c1
55	CCOC(=O)N1CCN(S(=O)(=O)CCNC(=O)c2ccccc2)CC1
56	COc1ccc(CNc2nc(Cl)c(C#N)s2)cc1
Compound,49,50,51,52,53,54,55,56
N370S GC mod,-6%,10%,?,.,8%,24%,-2%,0%
TDP1 cell CPT,23µM*,?,-13%,?,?,-10%,30%,-21%
FEN1 inhibitor,-5%,-13%,4%,?,-11%,-9%,-1%,-17%

57	CCc1ccc(NC(=O)CSc2nc(=O)n(Cc3ccccn3)c3c2CCC3)cc1
58	CC(CNC(=O)c1ccccc1[N+](=O)[O-])NC(=O)c1ccccc1[N+](=O)[O-] (stereo unspecified)
59	CC(/C=N/NC(=O)c1cc(-c2ccc3ccccc3c2)n[nH]1)=C\c1ccco1
60	CCOC(=O)C1C(=O)OC(C)(C)C1C(C)C(=O)c1ccc(OC)cc1 (stereo unspecified)
61	COc1ccc(C(=O)Nc2ccccc2N2CCCC2)cc1
62	Oc1ccccc1CN(Cc1ccco1)CC(O)COCc1ccc(Cl)cc1 (stereo unspecified)
63	CCn1cc(C(=O)OCC(=O)Nc2cc(Cl)ccc2C)c(=O)c2ccc(C)nc21
64	Cc1ccn2c(C(=O)NNC(=O)Nc3ccc(Cl)cc3)c(C)nc2c1
Compound,57,58,59,60,61,62,63,64
N370S GC mod,.,.,-13%,-3%,5%,-1%,.,-7%
TDP1 cell CPT,?,1%,?,3%,-24%,15µM*,-21%,-8%
FEN1 inhibitor,-6%,-6%,-17%,-7%,10%,-20%,-9%,16%

Record cards, from the list above. Screens in order: N370S GC mod | TDP1 cell CPT | FEN1 inhibitor
CCc1ccc(NC(=O)CSc2nc(=O)n(Cc3ccccn3)c3c2CCC3)cc1 is listed with . | ? | -6%
Cc1ccn2c(C(=O)NNC(=O)Nc3ccc(Cl)cc3)c(C)nc2c1 is listed with -7% | -8% | 16%
CCn1cc(C(=O)OCC(=O)Nc2cc(Cl)ccc2C)c(=O)c2ccc(C)nc21 is listed with . | -21% | -9%
Oc1ccccc1CN(Cc1ccco1)CC(O)COCc1ccc(Cl)cc1 (stereo unspecified) is listed with -1% | 15µM* | -20%
CC(/C=N/NC(=O)c1cc(-c2ccc3ccccc3c2)n[nH]1)=C\c1ccco1 is listed with -13% | ? | -17%

New compounds follow
65	O=C(Cc1c(F)cccc1Cl)Nc1ccc(S(=O)(=O)NCC2CCCO2)cc1 (stereo unspecified)
66	COc1cccc(CNC(=O)CSc2ncc3c(n2)-c2cc(Cl)ccc2N(C)S3(=O)=O)c1
67	O=[N+]([O-])/C(=C\Nc1ccccc1)S(=O)(=O)c1ccccc1
68	CCc1cc(C(=O)c2ccc(OC)cc2)c(NC(=O)CN2CCCCC2)s1
69	O=C1/C(=C/c2ccccc2)CSc2sccc21
70	COc1ccc(C(=O)NCc2nnc(SCC(=O)NO)n2Cc2ccccc2)cc1
71	CCCn1c2ccccc2c2cnn(CC(=O)NCCCOC)c(=O)c21
72	COC(=O)/C=C1\SC(=NC(=O)c2ccc(-c3ccccc3)cc2)NC1=O
73	O=C(C[n+]1c(Cl)cc(Cl)c2ccccc21)c1ccccc1
74	COc1cc(OC)c(C(=O)NNC(=O)c2ccc(NS(=O)(=O)c3cccs3)cc2)cc1OC
75	O=[N+]([O-])c1ccccc1OCCCCN1CCCCC1
Compound,65,66,67,68,69,70,71,72,73,74,75
N370S GC mod,-13%,.,1%,-1%,15%,11%,-4%,.,.,.,3%
TDP1 cell CPT,-10%,21µM*,-16%,?,-29%,18µM*,-3%,?,4.5µM*,-4%,-2%
FEN1 inhibitor,3%,1%,13%,10%,2%,23%,5%,-13%,-22%,0%,-19%

Source: PubChem BioAssay (National Center for Advancing Translational Sciences (NCATS))
